# Source: PubChem BioAssay (several laboratories)
# BoNT-F LC inh: BoNT/F light chain protease inhibitors, primary screen, biochemical, flow cytometry, MLPCN library; inhibition, % at 10 µM; 360,000 compounds, 0.22% hits; Botulinum neurotoxin type F light chain protease (Clostridium botulinum); AID 588497, 2011; Multiplex microsphere protease cleavage assay; in the data active = inhibition above about 35%, passing the limit was not always enough; inconclusive = no clear call, values can overlap the other calls; also: plate controls were buffer without enzyme for full effect and enzyme alone for no effect
# Mtb UGM inh: M. tuberculosis UGM enzyme inhibitors, primary screen, biochemical, fluorescence polarization, single point | purified UGM, fluorescence polarization probe displacement | UDP-galactopyranose mutase (Mycobacterium tuberculosis (strain ATCC 25618 / H37Rv)), … | 320,000 compounds, 0.06% hits | inhibition, % at 10 µM | AID 504406, 2011; in the data active = inhibition above about 10%, passing the limit was not always enough; inconclusive = no clear call, values can overlap the other calls
# GDH-TPI counter: GDH-TPI coupling enzyme inhibitors, primary screen, artefact control for M. tuberculosis FBA inhibitor project, biochemical, absorbance, full deck; 360,000 compounds, 1.2% hits; inhibition, % at 4.8 µM; GDH-TPI coupled enzyme counterscreen, NADH absorbance; AID 588335, 2011; in the data active = inhibition above about 30%;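 also: 0% = DMSO wells and 100% = wells lacking the enzyme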
# MazEF act: activators of E. coli MazEF toxin-antitoxin RNase, primary screen, biochemical, fluorescence, uHTS | 350,000 compounds, 0.32% hits | Endoribonuclease toxin MazF (Escherichia coli (strain K12)), P0AE70 | activation, % at 20 µM | FAM/BHQ RNA-DNA oligo cleavage fluorescence, 5 h; in the data active = activation above about 50%
# Target sequence (P0AE70 whole entry, looked up): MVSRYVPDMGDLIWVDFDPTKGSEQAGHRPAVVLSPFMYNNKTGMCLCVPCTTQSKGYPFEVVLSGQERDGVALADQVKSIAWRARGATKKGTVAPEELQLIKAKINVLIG
# FadD28 FP inh: inhibitors of FadD28 bisubstrate probe binding, primary screen, biochemical, fluorescence polarization, single point | Mycobacterium tuberculosis FadD28 fatty-acid-AMP ligase | inhibition, % at 12.5 µM | AID 588549, 2011 | 360,000 compounds, 0.22% hits; in the data active = inhibition above about 8.5%, passing the limit was not always enough; inconclusive = no clear call, values can overlap the other calls
# Mtb FBA inh: Mtb FBA enzyme inhibitors, primary screen, biochemical, fluorescence, strain H37Rv; 360,000 compounds, 2.3% hits; Fructose-bisphosphate aldolase (Mycobacterium tuberculosis (strain ATCC 25618 / H37Rv)), …; AID 588726, 2011; purified M. tuberculosis FBA, fluorescence read-out; inhibition, % at 1 µM; in the data active = inhibition above about 27%;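 also: 0% = vehicle and 100% = reference inhibitor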
# Target sequence (P9WQA3 whole entry, looked up): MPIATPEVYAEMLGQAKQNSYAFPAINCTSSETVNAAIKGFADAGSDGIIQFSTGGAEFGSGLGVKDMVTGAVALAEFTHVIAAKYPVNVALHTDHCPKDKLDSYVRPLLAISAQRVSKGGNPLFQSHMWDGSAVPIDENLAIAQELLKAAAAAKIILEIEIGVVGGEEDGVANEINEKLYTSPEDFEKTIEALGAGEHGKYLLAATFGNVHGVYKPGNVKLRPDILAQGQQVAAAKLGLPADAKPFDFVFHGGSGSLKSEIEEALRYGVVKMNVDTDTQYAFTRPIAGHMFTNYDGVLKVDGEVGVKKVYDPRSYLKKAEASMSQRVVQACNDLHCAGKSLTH
# Rv3671c inh: Rv3671c serine protease inhibitors, primary screen, biochemical, fluorescence polarization, M. tuberculosis H37Rv | P9WHR9 | inhibition, % at 5.96 µM | 320,000 compounds, 0.048% hits | AID 2606, 2010; in the data active = inhibition above about 38%;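 also: extracellular domain of Rv3671c used as enzyme; 0% = enzyme with DMSO and 100% = no enzyme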
# Target sequence (P9WHR9 whole entry, looked up, the tested form may be a part): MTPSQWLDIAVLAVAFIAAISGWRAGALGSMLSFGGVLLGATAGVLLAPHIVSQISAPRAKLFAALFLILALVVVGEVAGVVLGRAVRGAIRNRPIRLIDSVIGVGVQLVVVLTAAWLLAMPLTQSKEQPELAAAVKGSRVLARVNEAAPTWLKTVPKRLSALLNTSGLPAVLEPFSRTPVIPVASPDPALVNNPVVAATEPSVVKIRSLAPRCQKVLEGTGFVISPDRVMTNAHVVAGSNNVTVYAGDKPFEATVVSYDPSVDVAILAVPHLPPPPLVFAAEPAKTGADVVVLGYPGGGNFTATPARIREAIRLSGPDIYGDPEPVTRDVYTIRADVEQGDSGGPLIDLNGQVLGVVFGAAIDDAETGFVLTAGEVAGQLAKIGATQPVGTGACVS
# PrPC surface inh: inhibitors of human cell surface prion protein PrPC, primary screen, cell-based, TR-FRET; 370,000 compounds, 0.43% hits; TR-FRET read-out; inhibition, % at 13.8 µM; Major prion protein (Homo sapiens), P04156; in the data active = inhibition above about 24%; also: 0% = median of the test wells and 100% = reference compound wells
# Mtb BioA inh: M. tuberculosis BioA enzyme inhibitors, primary screen, biochemical, plate reader, single point, HTS. inhibition, % at 9.99 µM. purified M. tuberculosis BioA enzyme. AID 602481, 2012. 360,000 compounds, 0.096% hits; in the data active = inhibition above about 40%; inconclusive = no clear call, values can overlap the other calls
# * = called active by the depositor; ? = inconclusive; nt = not tested or not shown.
SMILES,BoNT-F LC inh,Mtb UGM inh,GDH-TPI counter,MazEF act,FadD28 FP inh,Mtb FBA inh,Rv3671c inh,PrPC surface inh,Mtb BioA inh
Cc1ccc(S(=O)(=O)N2CCC[C@H]2C(=O)OCCN2C(=O)c3ccccc3C2=O)cc1,-4,nt,-1,2,-1.0,-3,nt,-5,-0.8
O=C(O)COc1ccccc1Cc1ccccc1,4,3.5,7,5,-2.2,2,4,-9,1.1
Cc1ccc(S(=O)(=O)N2CCCC2C(=O)Oc2ccccc2)cc1 (stereo not given),12,0.8,1,1,-5.9,-1,4,7,0.9
O=C(Cn1c(NCCO)nc2ccccc21)c1ccc(Cl)cc1,-10,3.7,-14,-1,-3.1,2,-2,0,-0.2
COc1ccccc1C(=O)Nc1cccc(C(=O)c2ccccc2)c1,?,-0.3,3,-2,-6.1,-1,-11,-6,-0.5
COc1ccc(C(=O)CSc2n[nH]c(-c3ccco3)n2)cc1,-2,2.8,4,4,-2.0,-2,-15,0,0.0
O=C(Nc1ccc(-c2csc(Nc3ccccc3)n2)cc1)c1cc([N+](=O)[O-])cc(C(F)(F)F)c1,-3,-0.7,22,3,-4.5,1,-11,-2,0.3
Cc1ccccc1N1CCN(C2CCCN(C(=O)c3ccccn3)C2)CC1 (stereo not given),2,-2.6,7,-19,-0.3,0,1,1,-0.2
CCCCN(C(=O)c1ccc2c(c1)OCO2)c1c(N)n(CC(C)C)c(=O)[nH]c1=O,-6,2.7,5,11,-0.3,-2,3,-6,-2.6
O=C(Nc1nc2cc3c(cc2s1)OCCO3)C1CCCCC1,nt,nt,6,0,-3.8,-2,nt,9,0.4
O=C1C(=O)N(CCN2CCOCC2)C(c2ccccc2F)/C1=C(\O)c1ccc(S(=O)(=O)N2CCOCC2)cc1 (stereo not given),1,-3.5,14,1,1.3,2,4,-2,-0.7
O=C(c1cc([N+](=O)[O-])ccc1N1CCOCC1)N1CCCC1,-2,0.9,9,2,-3.1,-6,2,-6,-0.1
CCOC(=O)c1c(-c2ccccc2)[nH]c2ccc(O)cc12,6,2.2,19,5,-1.0,40*,3,0,3.1
CC1CCN(C(=O)CCc2nnc3ccc(N4CCC5(CC4)OCCO5)nn23)CC1,4,2.2,1,6,-2.6,1,13,4,-1.6
CCc1cccc(C)c1NC(=O)Nc1ccc2c(c1)OCO2,2,2.1,-5,-1,1.9,-4,-3,-2,nt

# Part of the list above, with two lines to a compound:
# The line under a structure holds: BoNT-F LC inh | Mtb UGM inh | GDH-TPI counter | MazEF act | FadD28 FP inh | Mtb FBA inh | Rv3671c inh | PrPC surface inh | Mtb BioA inh
O=C(O)COc1ccccc1Cc1ccccc1
    4 | 3.5 | 7 | 5 | -2.2 | 2 | 4 | -9 | 1.1
Cc1ccc(S(=O)(=O)N2CCCC2C(=O)Oc2ccccc2)cc1 (stereo not given)
    12 | 0.8 | 1 | 1 | -5.9 | -1 | 4 | 7 | 0.9
O=C(Cn1c(NCCO)nc2ccccc21)c1ccc(Cl)cc1
    -10 | 3.7 | -14 | -1 | -3.1 | 2 | -2 | 0 | -0.2
COc1ccccc1C(=O)Nc1cccc(C(=O)c2ccccc2)c1
    ? | -0.3 | 3 | -2 | -6.1 | -1 | -11 | -6 | -0.5
COc1ccc(C(=O)CSc2n[nH]c(-c3ccco3)n2)cc1
    -2 | 2.8 | 4 | 4 | -2.0 | -2 | -15 | 0 | 0.0
O=C(Nc1ccc(-c2csc(Nc3ccccc3)n2)cc1)c1cc([N+](=O)[O-])cc(C(F)(F)F)c1
    -3 | -0.7 | 22 | 3 | -4.5 | 1 | -11 | -2 | 0.3
Cc1ccccc1N1CCN(C2CCCN(C(=O)c3ccccn3)C2)CC1 (stereo not given)
    2 | -2.6 | 7 | -19 | -0.3 | 0 | 1 | 1 | -0.2
CCCCN(C(=O)c1ccc2c(c1)OCO2)c1c(N)n(CC(C)C)c(=O)[nH]c1=O
    -6 | 2.7 | 5 | 11 | -0.3 | -2 | 3 | -6 | -2.6
O=C(Nc1nc2cc3c(cc2s1)OCCO3)C1CCCCC1
    nt | nt | 6 | 0 | -3.8 | -2 | nt | 9 | 0.4
O=C1C(=O)N(CCN2CCOCC2)C(c2ccccc2F)/C1=C(\O)c1ccc(S(=O)(=O)N2CCOCC2)cc1 (stereo not given)
    1 | -3.5 | 14 | 1 | 1.3 | 2 | 4 | -2 | -0.7
O=C(c1cc([N+](=O)[O-])ccc1N1CCOCC1)N1CCCC1
    -2 | 0.9 | 9 | 2 | -3.1 | -6 | 2 | -6 | -0.1
CCOC(=O)c1c(-c2ccccc2)[nH]c2ccc(O)cc12
    6 | 2.2 | 19 | 5 | -1.0 | 40* | 3 | 0 | 3.1
CC1CCN(C(=O)CCc2nnc3ccc(N4CCC5(CC4)OCCO5)nn23)CC1
    4 | 2.2 | 1 | 6 | -2.6 | 1 | 13 | 4 | -1.6
CCc1cccc(C)c1NC(=O)Nc1ccc2c(c1)OCO2
    2 | 2.1 | -5 | -1 | 1.9 | -4 | -3 | -2 | nt

# (continued)
SMILES,BoNT-F LC inh,Mtb UGM inh,GDH-TPI counter,MazEF act,FadD28 FP inh,Mtb FBA inh,Rv3671c inh,PrPC surface inh,Mtb BioA inh
COc1ccc(OC)c(NC(=O)C2CCN(C(=O)c3cccs3)CC2)c1,-5,0.1,9,1,-0.5,-1,-5,-5,nt
CCSc1nnc(NC(=O)CCNS(=O)(=O)c2cc(Br)cnc2N)s1,-10,2.1,8,5,-4.2,0,0,-10,0.5
CCCCNC(=O)c1cc2c(-c3ccc(Cl)cc3)nn(C)c2s1,-4,1.0,2,0,-3.4,16,-12,-1,-0.7
Cn1[nH]c(C(F)(F)F)c(C=Nc2ccc(Cl)cc2)c1=O,-2,1.7,6,-3,-0.2,1,-24,7,0.4
Cc1cc(C)c(C)c(OCC(=O)NCc2nc(-c3ccccc3)no2)c1,-23,-1.5,4,3,-0.5,0,-4,0,0.3
COc1cccc(CN2CC(C(=O)N3CCN(c4ccc(Cl)cc4)CC3)CCC2=O)c1 (stereo not given),-2,-0.5,-2,-2,-2.1,1,-1,-5,4.0
CCN(CC(=O)NCc1cccs1)C(=O)c1cccc(S(=O)(=O)Nc2ccc(OC)cc2)c1,4,-0.6,4,5,2.0,6,1,1,nt
Cc1ccc(-n2c(SCc3ccc(C#N)cc3)nnc2-c2ccccn2)cc1,-3,1.3,1,2,-3.2,0,-2,3,4.0
Cc1cccc(-c2nc3cc(NC(=O)C4CCCO4)ccc3o2)c1 (stereo not given),-8,3.8,-4,-10,-3.2,114*,2,16,nt
COc1ccc2nc(NC(=O)Cn3cnc4ccccc4c3=O)sc2c1,-1,-0.2,9,0,-3.8,3,-14,-2,-1.4
CN(c1ccccc1)S(=O)(=O)c1ccc2ccccc2c1,?,-2.8,11,-3,1.0,-1,1,-6,-0.1
CCN(CC)C(=O)c1sc(NC(=O)c2cccc([N+](=O)[O-])c2)c(C#N)c1C,-1,-2.1,-2,-4,-2.6,-5,-4,2,nt
CC(C)(C)OC(=O)N1CCC(c2c(C(=O)NC3CC3)cnn2-c2ccc(Cl)cc2)CC1,-3,-2.3,2,-7,0.7,1,-11,2,1.9
O=C(NCCN1CCOCC1)c1sc2cc(Cl)ccc2c1Cl,-4,0.3,-9,1,-3.1,2,-12,-14,-1.1
O=C(c1ccccc1)N1N=C(c2ccccc2O)CC1c1ccccc1 (stereo not given),8,-2.6,4,4,-3.8,4,-1,2,-3.1
CCN1C(C)=C(C)S/C1=C1\SC(=S)N(C2CCCCC2)C1=O,0,0.9,-3,354*,-4.3,-2,3,0,nt
CCCCOn1c(C)c(C(=O)OCC)c2c3no[n+]([O-])c3ccc21,-19,-1.2,7,6,-0.9,-1,-12,-7,15
C#CCOCCOCCOCCNc1nc(N2CCN(C(=O)Cn3cc(CCO)nn3)CC2)nc(N2CCN(C(=O)Cn3cc(CC(C)O)nn3)CC2)n1 (stereo not given),-6,nt,3,4,-2.9,1,nt,-3,-1.3
O=C1CCCN1c1ccc(S(=O)(=O)NCCOc2ccccc2)cc1,10,2.7,10,-2,-4.2,-11,3,2,1.2
COc1cccc(COC(=O)C(Cc2ccccc2)NC(=O)c2ccco2)c1 (stereo not given),5,nt,-2,7,-3.7,-2,nt,-2,-0.6
O=C(CCNS(=O)(=O)c1ccc(Cl)cc1)N1CCCC1,-12,-2.4,10,8,-0.1,1,3,3,-1.8
O=C(Nc1ccc2c(c1)OCCO2)c1cc(-c2ccccn2)nc2ccc(Br)cc12,8,0.2,14,-7,1.1,5,-1,10,0.7
CC(=O)c1sc(NC(=O)CN2C(=O)C3CC=CCC3C2=O)nc1-c1ccccc1 (stereo not given),-3,nt,5,-18,-2.0,1,2,-12,-0.7
COc1ccc(-c2noc(N3CCC(C(=O)Nc4ccccc4F)CC3)n2)cc1,-10,0.6,9,1,-3.7,0,1,8,0.5
CCn1ncc(Br)c1C(=O)Nc1cc(C)ccc1F,-14,-0.3,-2,5,-4.1,2,4,3,0.2
O=C(N=NC(=O)c1ccc2c(O)n(CC3CCCO3)c(O)c2c1)c1cccnc1 (stereo not given),?,0.0,9,6,-0.9,-5,-2,6,nt
Cc1c(NC(=O)C2CCCNC2=O)c(=O)n(-c2ccccc2)n1C (stereo not given),1,1.3,5,9,-0.9,2,3,-1,-0.8
COc1ccc2oc(=O)c(-c3nnc(N)s3)cc2c1,-2,-1.2,14,7,-1.2,7,-4,-41,nt
COC(=O)c1c(C)cc(C)c2c1CC(C)(C)C2=O,-38,-1.0,5,-4,-1.1,1,-12,-5,nt
CCN1CCCC1CNC(=O)C(=O)NC(C)c1ccccc1 (stereo not given),-10,0.3,-3,10,-4.3,1,-2,5,-4.3
COc1ccc(Cn2nnnc2CN2CCOCC2)cc1,-5,2.2,6,2,-0.2,1,7,0,-0.7
COc1cc(C(=O)OC(C)CN2C(C)CCCC2C)cc(OC)c1OC (stereo not given),-28,-1.4,8,4,-0.7,2,4,-5,1.0
CN1C(=O)NC(c2ccccc2Cl)C2=C1CC(C)(C)CC2=O (stereo not given),2,3.7,9,-3,-2.3,-4,-6,-6,2.4
Cn1nnnc1Sc1ncnc2scc(-c3cccc(Br)c3)c12,-2,-1.5,7,-5,-1.8,2,-21,5,-0.5
COc1ccc(P(=O)(COc2ccc([N+](=O)[O-])cc2)c2ccc(OC)cc2)cc1,-2,-0.7,11,-7,1.3,-3,-7,-14,1.4
CC(C)(C)NC(=O)Nc1ccc(F)c(Cl)c1,0,-0.3,-5,-3,-2.2,-1,2,4,nt
O=C(c1ccccc1)c1ccc(OCCCN2CCCCC2)cc1,2,2.3,6,1,0.8,0,-2,-5,-2.3
Cc1cccc(NC(=O)c2nc[nH]c2C(=O)N[C@@H](C)CO)c1,-4,nt,-3,-2,-3.8,-4,nt,5,-0.4
CC(C)Oc1cccc(C(=O)C2CCCN(Cc3ccc(Oc4ncccn4)cc3)C2)c1 (stereo not given),0,0.2,1,0,-2.4,3,0,-2,nt
Cc1cc(O)c(Sc2ccccc2)c(=O)o1,-1,-1.8,-8,8,-2.5,-2,-1,0,1.3
COc1cccc(/C=C2\SC(=S)N(CCC(=O)Nc3ccc(O)cc3)C2=O)c1,?,2.8,8,2,0.6,-3,-10,-6,1.9
Cc1ccc(Sc2ncccc2C(N)=O)cc1,-3,0.0,2,-4,-1.3,0,5,-2,nt
COc1ccc(C(C#N)N2N=C(C)CC2c2ccccc2)cc1OC (stereo not given),?,-0.1,3,-8,-0.5,-2,-7,-5,-0.5
COCCCn1c(=O)c2ccccc2n(CC(=O)NC2CCCCC2)c1=O,7,-0.2,-6,2,-2.5,2,-6,9,-0.7
